VLA-4 inh – inhibition in human VLA-4 binding assay, primary screen, VLA-4 allosteric modulator project, MLPCN library, flow cytometry, VLA-4 expressing cells | Integrin alpha-4 (Homo sapiens), P13612 | ligand binding flow cytometry | inhibition, % (about 7 µM as worked out from the volumes in the protocol) | 330,000 tested, 0.2% active; in the data active = inhibition above about 50%
PP5 inh – PP5 phosphatase inhibitors, primary screen, biochemical, fluorescence; inhibition, % at 6.7 µM; purified PP5c, OMFP substrate fluorescence; Serine/threonine-protein phosphatase 5 (Homo sapiens), P53041; 320,000 tested, 0.18% active;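 active = inhibition above the campaign's mean inhibition across all tested compounds plus 3 SD, cut at about 9.5% in these data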;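 note: 0% = DMSO only and 100% = 100 µM cantharidin control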
procasp3 activ – activators of human procaspase-3 D3A mutant, primary screen, biochemical, absorbance, PC-3 D3A mutant, single concentration | Caspase-3 (Homo sapiens), P42574 | recombinant procaspase-3 D3A, Ac-DEVD-pNA absorbance 405 nm | activation, % at 8.5 µM | 330,000 tested, 0.11% active | AID 463141, 2010;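 active = activation above the mean of all tested compounds plus 3 SD, cut at about 21% in these data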;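 note: 0% = DMSO alone and 100% = DMSO wells spiked with extra 5 µM PC-3 D3A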
Target sequence (P42574 whole entry D9A/D28A/D175A): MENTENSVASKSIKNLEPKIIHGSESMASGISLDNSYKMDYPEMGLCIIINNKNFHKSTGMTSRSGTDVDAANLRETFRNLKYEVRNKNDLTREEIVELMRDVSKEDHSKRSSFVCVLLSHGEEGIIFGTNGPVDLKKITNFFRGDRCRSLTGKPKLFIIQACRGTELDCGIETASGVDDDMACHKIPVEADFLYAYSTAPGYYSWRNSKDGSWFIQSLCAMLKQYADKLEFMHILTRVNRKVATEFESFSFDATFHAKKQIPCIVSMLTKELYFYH
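Assay system – Procaspase-3 D3A mutant · Benchmarks – DMSO low control, extra-enzyme high control · Technique – 405 nm absorbance of p-nitroaniline, reads at 0 and 120 min · Doses – 8.5 µM nominal · Measure – % activation between DMSO and enzyme-spiked controls · Also added – Ac-DEVD-pNA chromogenic peptide substrate · Schedule – 1 h compound preincubation, 2 h substrate hydrolysis at 25 °C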
procasp7 counter – procaspase-7 activators, primary screen, counter-screen for procaspase-3 activator project, biochemical, absorbance, HTS, human | Caspase-7 (Homo sapiens), P55210 | recombinant procaspase-7, Ac-DEVD-pNA absorbance 405 nm; D23A/D198A/D206A triple mutant, cannot self-cleave; scale: DMSO 0, 5 µM enzyme 100 | activation, % at 8.5 µM | 330,000 tested, 0.093% active | AID 463210, 2010;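 active = percent activation above the screen-wide mean plus 3 SD, cut at about 25% in these data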
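signal = Epi-absorbance of released pNA at 405 nm, two timepoints | assay system = Uncleavable procaspase-7 mutant enzyme | reagent = Ac-DEVD-pNA substrate, 400 µM as added | times = 1 h enzyme–compound preincubation and 2 h substrate reaction, both 25 °C | benchmarks = low DMSO alone, high DMSO plus 5 µM PC-7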
GRK2 inh – compounds blocking aptamer binding on GRK2 – biochemical, human GRK2, bead flow cytometry, HTS, primary screen. FAM-aptamer displacement from GRK2. inhibition of aptamer binding, % at 10 µM. 330,000 tested, 0.59% active. AID 488847, 2010;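 active = inhibition of aptamer binding above 40%, roughly 3 SD of noise, on plates passing a quality check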;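 note: median bead fluorescence of bound FAM aptamer so fluorescent compounds give negative values; no value below 0 was filed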
core dimer inh – inhibitors of HCV core protein dimerization, primary screen, biochemical, TR-FRET, high-throughput; TR-FRET GST/Flag-core106 dimerization, 1536-well; inhibition, % at 5 µM; 300,000 tested, 0.33% active;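 active = inhibition above the mean of all tested compounds plus 3 SD, set per screening campaign, cut at about 45% in these data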
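assay system = GST-tagged and Flag-tagged HCV core protein residues 1-106 | controls = unlabelled core106 and no-GST-core106 wells | incubation = compound-protein-antibody incubation 4 h at 22.5 °C | probe or stimulus = Eu donor and XL665 acceptor anti-tag antibodies | read-out = % inhibition based on acceptor/donor emission ratio | signal = TR-FRET 671 and 617 nm emission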
Fh CTSL1 inh – Fasciola hepatica cathepsin L1 inhibitors, primary screen, counter-screen for PFM18AAP inhibitor project, biochemical, QFRET, fluorogenic peptide substrate; AID 1906, 2009; inhibition, % at 5.96 µM; 300,000 tested, 0.49% active; recombinant F. hepatica cathepsin L1, Z-Leu-Arg-MCA fluorescence;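 active = inhibition above the mean of all tested compounds plus 3 SD, set per screening campaign, cut at about 17% in these data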;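 note: 0% = plate median of test compound wells and 100% = 1 µM Z-Phe-Ala-diazomethylketone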
PP1 inh – PP1-alpha phosphatase inhibitors, primary screen, counter-screen for PP5 inhibitor project, biochemical, fluorescence, OMFP substrate, single point; Serine/threonine-protein phosphatase PP1-alpha catalytic subunit (Homo sapiens), P62136; purified PP1alpha; inhibition, % at 6.7 µM; 320,000 tested, 0.9% active;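 active = inhibition above the mean inhibition of all tested compounds plus 3 SD, computed separately for each screening campaign, cut at about 15% in these data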
Target sequence (P62136 whole entry, looked up): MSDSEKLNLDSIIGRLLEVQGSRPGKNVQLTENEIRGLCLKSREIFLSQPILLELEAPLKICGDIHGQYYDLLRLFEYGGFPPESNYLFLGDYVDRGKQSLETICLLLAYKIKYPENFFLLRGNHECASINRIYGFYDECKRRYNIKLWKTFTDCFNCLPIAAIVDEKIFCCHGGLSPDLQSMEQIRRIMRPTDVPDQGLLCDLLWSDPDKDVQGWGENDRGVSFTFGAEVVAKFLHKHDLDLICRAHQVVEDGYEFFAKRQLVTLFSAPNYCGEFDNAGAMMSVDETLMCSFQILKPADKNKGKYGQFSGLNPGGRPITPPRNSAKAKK
JMJD2C inh – inhibitors of GASC-1 histone demethylase, primary screen, biochemical, fluorescence, DELFIA europium; GST-JMJD2C(1-420) H3K9me3 demethylation; 330,000 tested, 0.069% active; inhibition, % at 2.35 µM; Lysine-specific demethylase 4C (Homo sapiens), Q9H3R0;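 active = more than half of a compound's replicate wells show inhibition beyond 50%, single wells judged on their own value; inconclusive = some, but no more than half, of replicates pass 50% inhibition; inactive = no replicate passes 50% inhibition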;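 note: signal counts dimethyl H3K9 product captured on neutravidin plate; 0% = median of DMSO wells and 100% = 0.3 times that DMSO median; strong numbers were not always called active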
Target sequence (Q9H3R0 1-420 limits assumed): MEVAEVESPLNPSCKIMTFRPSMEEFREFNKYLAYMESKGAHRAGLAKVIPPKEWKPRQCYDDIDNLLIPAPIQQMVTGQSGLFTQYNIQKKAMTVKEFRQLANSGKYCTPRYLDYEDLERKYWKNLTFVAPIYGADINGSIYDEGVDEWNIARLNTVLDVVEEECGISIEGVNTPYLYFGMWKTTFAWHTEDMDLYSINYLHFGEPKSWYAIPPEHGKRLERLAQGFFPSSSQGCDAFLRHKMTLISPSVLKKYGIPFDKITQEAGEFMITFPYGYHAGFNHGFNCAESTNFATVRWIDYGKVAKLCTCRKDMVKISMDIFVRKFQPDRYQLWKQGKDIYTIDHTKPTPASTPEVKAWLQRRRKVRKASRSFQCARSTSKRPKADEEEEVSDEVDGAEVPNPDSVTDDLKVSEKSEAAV
* marks the source's active call; other numbers are inactive results; ? = inconclusive; . = not tested or not shown. Random draw from the library. Share with any hit: about 2.6%.

SMILES | VLA-4 inh | PP5 inh | procasp3 activ | procasp7 counter | GRK2 inh | core dimer inh | Fh CTSL1 inh | PP1 inh | JMJD2C inh
CCCCCN(C(=O)CCC(=O)OCC(=O)Nc1cccc(CC)c1)c1c(N)n(CCCC)c(=O)[nH]c1=O | 7.9 | 1.5 | -6.4 | -9.5 | 0.0 | -1.2 | -0.8 | -4.7 | 1.4
COc1ccc(-c2nn(-c3ccccc3)cc2/C=N/Nc2ccc3ccccc3n2)cc1OC | 15.2 | 2.5 | -28.6 | -4.3 | 0.0 | 15.4 | 3.2 | 6.2 | -3.9
CCc1nnc(NC(=O)CCC(=O)N2CCN(c3cc(C)ccc3C)CC2)s1 | 9.7 | 3.0 | 1.7 | -7.2 | 0.0 | -2.7 | -4.8 | 3.1 | -0.5
O=C(O)c1ccc(N2C(=O)c3cccnc3C2=O)cc1 | 25.9 | 0.2 | 5.0 | 6.8 | 1.0 | 3.7 | 7.4 | -1.1 | -6.2
C=CCN(c1ccccc1C(=O)NCC(=O)O)S(=O)(=O)c1ccccc1C | -3.1 | 2.7 | -0.1 | 16.2 | 2.0 | 3.9 | 6.8 | -3.9 | 0.2
O=C(CSc1nc2ccccc2o1)N1CCCC1 | 3.7 | 0.3 | -0.6 | 8.2 | 0.0 | 1.9 | -0.5 | 0.8 | -1.4
O=C(c1ccccc1Br)N(Cc1ccccc1)c1ccccc1 | -0.8 | -0.4 | -1.7 | 1.5 | 2.0 | 13.5 | -2.0 | 4.4 | -0.1
COC(=O)c1ccccc1S(=O)(=O)C(C)(C)C | 8.5 | -4.3 | 4.7 | 4.4 | 1.0 | 4.1 | -2.3 | -0.5 | 7.1
CCn1nnnc1SCC(=O)c1ccc(NC(C)=O)cc1 | -3.4 | 0.6 | 3.9 | 5.7 | 0.0 | -5.3 | 2.5 | 3.9 | -10.1
Cc1ccccc1CCNC(=O)c1ccc(Cl)c(S(=O)(=O)N2CC(C)OC(C)C2)c1 (stereo not given) | -32.5 | 1.9 | 1.8 | 14.9 | 0.0 | . | . | 3.7 | 1.1
Cc1ccc(NC(=O)C(=O)NCc2ccccn2)cc1 | 1.9 | 1.8 | 1.5 | 7.5 | 3.0 | 2.8 | -2.4 | -2.8 | 3.1
CC(=O)NCCC(=O)Nc1ccc(F)cc1C | 12.2 | -0.4 | -5.4 | 3.2 | 3.0 | -4.8 | -3.5 | -1.3 | 2.2
COc1ccc2nc(SCC(=O)NCc3ccc4c(c3)OCO4)[nH]c2c1 | 13.3 | 0.4 | 8.3 | 6.9 | 0.0 | -0.4 | -1.5 | -0.6 | 3.1
COc1ccc(/C(N)=N/OC(=O)CCC2CCCC2)cc1 | 3.5 | 2.9 | 1.2 | 3.6 | 3.0 | -3.8 | -2.2 | 0.5 | -0.1
Cc1ccc2c(c1)NC(=O)C(CC(=O)NCCCN1CCCCC1C)O2 (stereo not given) | -0.5 | -1.6 | 7.0 | 10.9 | 0.0 | -0.6 | -2.1 | -2.2 | -2.3
Cc1ccc(S(=O)(=O)Nc2cc(C)cn(Cc3ccc(F)cc3)c2=O)cc1 | -51.2 | 2.2 | 2.4 | -2.6 | 1.0 | 11.4 | 0.2 | 2.2 | 0.3
O=C(CCC1(C(=O)O)CCC(=O)NC1)NCc1ccccc1 (stereo not given) | 19.2 | 0.9 | 10.3 | -2.0 | 0.0 | 2.8 | 0.0 | -0.3 | 1.0
CCC(=O)Nc1ccc(N2CCOCC2)c(S(=O)(=O)Nc2ccc(OC)cc2)c1 | -1.9 | -1.8 | 1.9 | 3.1 | 0.0 | -1.1 | -0.2 | 0.0 | -10.0
CC(C)c1ccc(S(=O)(=O)N2CCN(C(=O)c3ccncc3)CC2)cc1 | -17.2 | 0.1 | 8.7 | 6.8 | 0.0 | . | . | 2.2 | 10.3
Cc1c(C2C(C#N)=C(N)N(c3ccccc3C#N)C3=C2C(=O)CCC3)cnn1C (stereo not given) | 3.7 | -2.0 | 6.0 | 6.2 | 0.0 | 4.7 | 0.0 | -1.5 | -24.0
COc1ccc(C)cc1S(=O)(=O)N1CCCC(C(=O)NCC2CCCO2)C1 (stereo not given) | -16.6 | 0.2 | 5.2 | -5.1 | 0.0 | -0.5 | 2.0 | 0.9 | -1.9
COCc1cc(C)nc2sc(C(=O)N3CCN(c4ccccc4)CC3)c(N)c12 | 19.5 | 1.7 | -8.2 | -4.5 | 1.0 | 2.7 | -3.1 | -1.5 | -13.4
C=C(C)c1cccc(C(C)(C)NC(=O)N2CCC(C)CC2)c1 | 11.2 | 0.4 | 6.4 | 5.2 | 0.0 | -1.1 | 1.4 | 0.8 | -3.8
C[C@]12C(=O)N(c3ccc(C(F)(F)F)cc3)C(=O)N1[C@@H]1c3ccccc3OC[C@@H]1[C@H]2c1ccccc1 | 5.3 | 2.6 | 2.5 | -3.0 | 0.0 | 0.1 | -1.4 | 4.7 | -4.1
CC(C)CN(Cc1c(O)ccc2c3c(c(=O)oc12)CCC3)CC(C)C | 7.0 | 3.4 | 8.4 | 16.8 | 0.0 | 2.3 | 6.0 | -2.2 | -7.7

Given with two lines to a compound: entries from further up.
Values run as follows: VLA-4 inh	PP5 inh	procasp3 activ	procasp7 counter	GRK2 inh	core dimer inh	Fh CTSL1 inh	PP1 inh	JMJD2C inh
> Cc1ccc(S(=O)(=O)Nc2cc(C)cn(Cc3ccc(F)cc3)c2=O)cc1
→ -51.2	2.2	2.4	-2.6	1.0	11.4	0.2	2.2	0.3
> O=C(CCC1(C(=O)O)CCC(=O)NC1)NCc1ccccc1 (stereo not given)
→ 19.2	0.9	10.3	-2.0	0.0	2.8	0.0	-0.3	1.0
> CCC(=O)Nc1ccc(N2CCOCC2)c(S(=O)(=O)Nc2ccc(OC)cc2)c1
→ -1.9	-1.8	1.9	3.1	0.0	-1.1	-0.2	0.0	-10.0

The listing continues.
SMILES | VLA-4 inh | PP5 inh | procasp3 activ | procasp7 counter | GRK2 inh | core dimer inh | Fh CTSL1 inh | PP1 inh | JMJD2C inh
Cc1ccc(C(=O)NCC(=O)N/N=C/c2cccs2)cc1C | 4.6 | -1.5 | 0.3 | -2.6 | 0.0 | 0.7 | 1.7 | 0.9 | 22.7
Cc1cc(/C=C2\C(=N)N3N=C(S(C)(=O)=O)SC3=NC2=O)c(C)n1Cc1ccccc1 | -1.1 | 0.8 | -15.8 | -4.3 | 28.0 | 28.4 | 12.9 | -2.0 | -0.7
COc1cccc(/C=N/NC(=O)c2[nH]nc3c2CCc2ccccc2-3)c1O | -4.6 | 0.6 | -24.6 | -30.3 | 0.0 | 0.1 | -1.4 | 25.0* | -8.1
CCOC(=O)Cc1csc(N/N=C\c2cccc(Br)c2)n1 | 5.2 | 2.3 | 4.2 | -9.0 | 3.0 | 19.5 | 1.4 | 2.4 | -3.7
CSc1nsc(NC(=O)Cc2ccccc2)n1 | 20.7 | -0.1 | 7.8 | -1.3 | 1.0 | -1.6 | -2.3 | -5.3 | 1.4
COc1cccc(C(C[N+](=O)[O-])c2c(C)[nH]n(-c3ccccc3)c2=O)c1 (stereo not given) | 10.0 | 12.0* | -13.7 | -20.4 | 2.0 | 17.5 | 101.2* | 2.2 | 68.9*
CCOc1ccc(N2C(=O)C(CC(=O)Nc3ccc(F)cc3)N(Cc3ccccn3)C2=S)cc1 (stereo not given) | 11.0 | 5.8 | -0.5 | -2.7 | 0.0 | 0.4 | 1.6 | -2.5 | 4.0
COc1ccc(CCNc2nc(-c3ccco3)cc(C(F)(F)F)n2)cc1OC | 2.6 | 6.3 | 0.4 | -2.4 | 0.0 | -1.8 | 2.9 | 2.1 | -2.6
O=C(c1cccs1)n1nc(-c2ccco2)nc1SCc1ccccc1 | 9.1 | 0.6 | 1.0 | -6.3 | 4.0 | 0.5 | 0.9 | -1.0 | 4.9
N#Cc1c(NC(=O)CCn2cnc3ccccc3c2=O)oc(-c2ccccc2)c1-c1ccccc1 | 23.4 | 0.4 | 2.9 | -6.2 | 2.0 | 24.9 | 0.2 | 8.4 | -4.2
O=C(CCCOc1ccc(Cl)cc1)N1CCCCCC1 | 0.7 | 0.3 | -0.5 | 6.7 | 0.0 | 5.9 | 2.7 | -3.5 | 2.3
CC1(C)CC(=O)C2=C(C1)OC(N)=C(C#N)C2c1ccc2c(c1)OCO2 (stereo not given) | -5.0 | -2.8 | 3.9 | -5.1 | 2.0 | -4.0 | 0.8 | 0.5 | 1.2
CN1CCN(c2ccc(S(=O)(=O)Nc3ccccc3)cc2[N+](=O)[O-])CC1 | 4.8 | -1.9 | -3.7 | 9.7 | 0.0 | -7.3 | 1.9 | -1.7 | 11.4
CC1(c2nnc(Cc3ccccc3)o2)CC(c2cccc([N+](=O)[O-])c2)=NO1 (stereo not given) | 4.8 | -0.8 | -4.7 | -7.0 | 0.0 | -3.4 | 1.4 | -1.2 | -2.3
CCc1ccc(C(=O)NC(=S)Nc2ccc3c(c2)OCCO3)cc1 | -16.3 | 2.0 | 0.6 | -3.7 | 3.0 | 1.8 | 1.3 | 3.6 | 3.0
CCN(c1ccccc1C)S(=O)(=O)c1cc2c3c(c1)CCN3C(=O)CC2 | 6.7 | 1.8 | 7.8 | 11.7 | 0.0 | -0.9 | -1.3 | 0.5 | 9.1
O/N=C1\CCC\C1=C/c1ccco1 | -5.9 | 2.0 | -3.6 | -6.7 | 0.0 | 0.6 | -0.5 | -4.3 | ?
CC(C)Cn1cc(C(=O)NCCCN2CCC(C)CC2)c2c3ccccc3n(C)c2c1=O | 10.8 | 0.1 | 1.1 | 3.5 | 0.0 | 4.8 | -1.0 | -2.0 | 2.2
O=C1/C(=C/c2cccc(F)c2)CSc2sccc21 | 1.5 | 2.2 | 4.3 | -6.3 | 3.0 | 1.4 | 2.8 | -1.3 | 0.6
CCN(c1ccccc1)S(=O)(=O)c1ccc(C(=O)Nc2cccc(C)n2)cc1 | 12.3 | 5.8 | 1.3 | 0.7 | 1.0 | . | . | 2.3 | -4.4
O=C(O)c1cn(Cc2ccccc2)nc1-c1cccnc1 | 0.0 | -1.6 | 1.9 | 2.5 | 2.0 | 0.0 | 3.8 | 8.4 | -3.4
